Lipid storage S3: qHTS Assay for Lipid Storage Modulators in Drosophila S3 Cells. Drosophila S3 cells, BODIPY lipid droplet fluorescence, 18-24 h; cells fed with added oleic acid. lipid storage change, negative = inhibition, % at the top dose, mostly 46.1 µM; hits show Potency in µM. actives 0.64% (n = 320,000). AID 2685; active = well fitted inhibition curve with a large enough effect in the signal ratio, with a control signal flat, not every such curve was filed as active; inconclusive = small, poorly fitted or top-dose-only effect, or effect the other way, or a change in a side signal; the % refers to the signal ratio
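Drosophila S3 cells loaded with oleic acid (400 uM, as added) and compounds at several concentrations; lipid droplets imaged by 488-nm laser-scanning cytometry, 500–530 nm intensity and object ratio to cell channel. Percent activity normalized to 20 uM Triacsin C.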
Lipid storage S3 cell count max: second read-out of Lipid storage S3, no call of its own (marks repeat the call); cell number change, %; measured here: cell count max response;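 cells counted by Cell Tracker Red CMTPX staining in the red channel; peak over a dose series mostly up to 46.1 µM; percent activity relative to internal control wells on each plate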
The depositor's hits bear a star; i = inactive; ? = inconclusive; . = no result given. % is set by controls: 0 for no effect and ±100 for the full control effect; potency is the fitted concentration of half-maximal effect. This is a subset (hit frequency here may not be typical).

No. | Compound | Lipid storage S3 | Lipid storage S3 cell count max
1 | Cc1ccccc1NS(=O)(=O)c1nnc(NC(=O)c2ccccc2C)s1 | -12% | -3
2 | CC(=O)Nc1ccccc1OCC(=O)NC(C)c1ccccc1 (configuration not stated) | ? | .
3 | Cc1cc(Cl)ccc1OCC(=O)Nc1ccc(CN2CCOCC2)cc1 | ? | .
4 | CCOc1ccc(Nc2oc(-c3cccs3)nc2C#N)cc1 | ? | .
5 | COc1ccc(S(=O)(=O)N2CCOC2CNC(=O)C(=O)NCCc2ccccc2OC)cc1C (configuration not stated) | ? | .
6 | C[C@@H](CSc1ccccc1)CN1CC[C@H](NC(=O)OCc2ccccc2)CCC1=O | ? | .
7 | Cc1csc(NC(=O)CCc2c(C)nc3cc(-c4ccc(Cl)cc4)nn3c2C)n1 | ? | .
8 | O=C(CN1CCCCC1)Nc1cc(Cl)ccc1Oc1ccccc1 | i | .
9 | O=C(Cc1ccc(-n2c(=O)c3sccc3n(CC(=O)Nc3ccccc3)c2=O)cc1)NCc1ccco1 | ? | .
10 | CCN(CC)S(=O)(=O)c1ccc(Cl)c(C(=O)N2CCc3ccccc32)c1 | i | -3
11 | CN(C)C(CNC(=O)CCCN1C(=O)c2cccc3cccc(c23)C1=O)c1ccccc1 (configuration not stated) | ? | .
12 | Cc1nc2ccc(NC(=O)N3CCOCC3)cc2nc1C | -1% | 1
13 | Cc1cc(C=O)c(C)n1-c1ccc(N2CCOCC2)cc1 | 10% | 17
14 | N#CC1=C(N)Oc2cc(N)ccc2C1c1cc(Br)cs1 (configuration not stated) | i | 6
15 | CCN(CC)C(=O)CSc1nc2ccc(NC(=O)CSc3nnc(COc4ccccc4C)n3C)cc2s1 | ? | .
16 | COC(=O)c1cc(S(=O)(=O)NCC2CCN(Cc3cccc(F)c3)CC2)c[nH]1 | ? | .
17 | O=C1c2ccccc2C(=O)N1c1cccnc1 | 26µM* | -5.4*
18 | COc1ccccc1CNC(=O)C1CCN(Cc2nc(-c3cccc(Cl)c3)oc2C)CC1 | i | .
19 | CCSc1nnc(CNc2ccc(C)cc2)n1C | 1% | 0
20 | CC(C)(C)CC(=O)N1CCN(c2ccc(S(=O)(=O)N3CCOCC3)cc2[N+](=O)[O-])CC1 | ? | .
21 | C/C=C/C(=O)OCC(=O)Nc1ccc(OC)c(Cl)c1 | ? | .
22 | O=C(O)COc1ccccc1/C=N/NC(=O)CSc1nnc(SCc2ccccc2)s1 | 4% | 13
23 | O=C(CSc1nccn1-c1cccc(Cl)c1)NO | 6% | 4
24 | CCOC(=O)CN1CC23C=CC(O2)C(C(=O)NC2CCCC2)C3C1=O (configuration not stated) | ? | .

Arranged by value in Lipid storage S3 cell count max (descending): three from the list above.
cpd | mol | Lipid storage S3 cell count max
22 | O=C(O)COc1ccccc1/C=N/NC(=O)CSc1nnc(SCc2ccccc2)s1 | 13
1 | Cc1ccccc1NS(=O)(=O)c1nnc(NC(=O)c2ccccc2C)s1 | -3
17 | O=C1c2ccccc2C(=O)N1c1cccnc1 | -5.4*

More structures follow.
No. | Compound | Lipid storage S3 | Lipid storage S3 cell count max
25 | CCOc1cc(-c2noc(N)c2C(=O)OC)cc(OCC)c1OCC | ? | .
26 | Cn1c(/N=C/c2cc(Cl)ccc2O)nc2ccccc21 | ? | .
27 | CC(=O)Oc1ccc(C)cc1N1C(=O)c2ccc(C(=O)O)cc2C1=O | ? | .
28 | CCNC(=O)COC(=O)/C=C/c1cccc([N+](=O)[O-])c1 | 0% | -13
29 | O=C(COc1cccnc1[N+](=O)[O-])N1CCN(C(=O)c2ccco2)CC1 | ? | .
30 | C=C(C)COc1ccc(-c2n[nH]c(C)c2-c2ccc(OC)cc2)c(O)c1 | ? | .
31 | O=C1CC(C(=O)Nc2ccc(F)cc2)S/C(=N\N=C\c2ccco2)N1 (configuration not stated) | -1% | -3
32 | Cc1ccccc1NC(=O)/C=C/c1ccc([N+](=O)[O-])s1 | 9.2µM* | -30*
33 | CCC(NC(=O)Nc1nnc(C(F)(F)F)s1)(C(F)(F)F)C(F)(F)F | 16µM* | -13*
34 | CCOC(=O)C(=O)CC(=O)c1ccc2c(c1)OCCO2 | ? | .
35 | CCCc1cc(=O)oc2c(C)c(OCC(=O)N3C[C@H]4C[C@@H](C3)c3cccc(=O)n3C4)ccc12 | ? | .
36 | Cc1cccc(C)c1NC(=O)COC(=O)c1cc(=O)c2ccccc2o1 | -1% | 4
37 | CCN(C(=O)COC(=O)CNC(=O)c1ccc(C)s1)c1ccccc1 | 14% | 22
38 | COC(=O)c1c(C(=O)OC)c2n(c1C)CCC2 | 10% | -3
39 | COc1cc(C2CC(=O)C=C(O)C2)cc(OC)c1OC (configuration not stated) | i | .
40 | COCCn1nnnc1CN1CCN2CCCC2C1 (configuration not stated) | ? | .
41 | CNC(=O)COc1ccccc1C(=O)Nc1ccc2c(c1)oc1ccccc12 | -14% | -11
42 | COc1cccc(NC(=O)/C=C/c2ccc(S(=O)(=O)N3CCOCC3)cc2)c1 | 6% | -2
43 | COc1cccc(C(C)NC(=O)Nc2cc(Cl)ccc2OC)c1 (configuration not stated) | ? | .
44 | Cc1ccc2nc(C)cc(NCCO)c2c1 | i | .
45 | COc1ccc(NC(=S)N(CCN(C)C)C(C)c2ccco2)cc1Cl (configuration not stated) | 19% | 10
46 | COCCN(C(=O)CCC(=O)Nc1cc(C)on1)C(C(=O)NC1CCCC1)c1ccc(C(C)C)cc1 (configuration not stated) | ? | .
47 | COc1cccc(CNC(=S)Nc2ccc(Cl)cc2C)c1 | -14% | 10
48 | Cc1ccc(Cl)cc1N1CCN(C(=O)C2CCCN(S(=O)(=O)c3cnc[nH]3)C2)CC1 (configuration not stated) | ? | .
49 | CCN1CCN(C(=S)NCC(C)C)CC1 | 4% | 16
50 | Cc1cc(Cl)ccc1Oc1nc(-c2ccc(F)cc2)ccc1C#N | ? | .
51 | CCC(C)[C@H](NC(=O)OC(C)(C)C)C(=O)N/N=C/c1ccc2nccnc2c1 (some centres not stated) | i | .
52 | COc1ccc(-n2c(COc3ccc(C)cc3)n[nH]c2=S)cc1 | i | 3
53 | CC(CCCCCCCCC(=O)O)N(CCO)C(=O)OC(C)(C)C (configuration not stated) | -4% | -12
54 | CN(Cc1ccccc1NC(=O)c1ccc(S(=O)(=O)N(C)C)cc1)C1CCCCC1 | ? | .
55 | Cc1cccc(NS(=O)(=O)c2ccc(C(C)(C)C)cc2)n1 | ? | .
56 | COc1ccc(N2CCN(c3nc(C)c(C)c(=O)[nH]3)CC2)cc1 | 4% | 28
57 | O=C(COc1ccccc1)N(Cc1cc2ccccc2[nH]c1=O)CC1CCCO1 (configuration not stated) | 16% | -24
58 | Cc1cccn2cc(-c3cccc(S(=O)(=O)N4CCOCC4)c3)nc12 | -6% | .
59 | CC(=O)NC(NC(C)=O)c1cccc(OCc2ccccc2)c1 | -3% | 6
60 | COc1cc(C(=O)N2CCN(C3CCC(C)CC3)CC2)cc(OC)c1OC (configuration not stated) | ? | .
61 | COC(=O)c1ccc(NS(=O)(=O)c2ccc(Cl)cc2)o1 | ? | .
62 | COc1ccc(NS(=O)(=O)c2ccc(NC(=O)c3ccccc3Br)cc2)nn1 | 7% | -6
63 | CCCc1nn(C)c(C(=O)Nc2ccc(CC)cc2)c1Cl | -11% | 0
64 | S=c1[nH]nc(COc2ccccc2)n1/N=C/c1ccccc1Br | ? | .
65 | Cc1ccc(CNc2ncc(-c3ccccc3)n2C)o1 | 9% | 6
66 | Cc1ccc(SCCN2CCN(C)CCC2=O)cc1 | -6% | -8
67 | CNCc1ccccc1Sc1ccc(OC)cc1 | ? | .
68 | CC(C)CC(CCc1ccccc1)OS(N)(=O)=O (configuration not stated) | ? | .
69 | Cc1ccc(C(=O)C(C)OC(=O)C2CCN(c3ccc(C(F)(F)F)cn3)CC2)cc1 (configuration not stated) | ? | .
70 | CN(C)c1ccc(-n2cccc2/C=C/[N+](=O)[O-])cc1 | -12% | -10
71 | COc1ccccc1N1CCN(/N=C/c2ccc(O)c(O)c2)CC1 | ? | .
72 | Cc1nnc(N)s1 | ? | .

Entries of single compounds from above. Order of values: Lipid storage S3 | Lipid storage S3 cell count max
S=c1[nH]nc(COc2ccccc2)n1/N=C/c1ccccc1Br is entered as ? | .
Cc1ccc(CNc2ncc(-c3ccccc3)n2C)o1 is entered as 9% | 6

Later entries.
No. | Compound | Lipid storage S3 | Lipid storage S3 cell count max
73 | O=C(CCCn1c(=O)[nH]c2ccccc2c1=O)N1CCN(c2ccccn2)CC1 | ? | .
74 | Cc1ccc2c(c1)N(C(=O)CCC(=O)NCC(C)c1ccccc1)CC(C)O2 (configuration not stated) | 6% | 0
75 | CCc1nc2ccccc2c(C(=O)Oc2ccc(C(=O)OC)cc2)c1C | ? | .
76 | CN(C(=O)COC(=O)c1cccc(S(=O)(=O)N(C)c2ccccc2)c1)C1CCCCC1 | ? | .
77 | N#CC1(N2CCN(C(=O)c3ccccc3)CC2)CCCCC1 | ? | .
78 | Cn1c(=O)c2c(nc(N/N=C/c3ccncc3)n2Cc2ccccc2)n(C)c1=O | 6% | 5
79 | COc1ccc(N(C)C(=O)c2cc3c(s2)-c2ccc(Cl)cc2S(=O)(=O)C3)c(OC)c1 | ? | .
80 | Cc1ccc(C(=O)N2CCN(S(=O)(=O)c3sc(C(=O)O)c(C)c3C(=O)O)CC2)s1 | 8% | 10
81 | CSCCC(NC(=O)c1ccccc1Br)C(=O)NC(C)CCc1ccccc1 (configuration not stated) | ? | .
82 | CN(C)c1ncc(S(=O)(=O)c2ccccc2)c(N)n1 | ? | .
83 | Cc1nc(=O)c(-c2ccccc2)c(C)n1Cc1ccccc1 | -1% | -8
84 | CC(=O)COc1ccc2c(c1C)O/C(=C\c1ccco1)C2=O | -7% | -14
85 | C=CCNc1nc(Nc2ccc(OC)cc2OC)nc(OCC)n1 | ? | .
86 | COc1cc2c(cc1OC)CN(Cc1cc(=O)n3c(-c4ccccc4)csc3n1)CC2 | 4% | -5
87 | CC(C)(C)NC(=O)C(c1ccc(F)cc1)N(Cc1ccco1)C(=O)Cn1nnc(-c2cccs2)n1 (configuration not stated) | -16% | -15
88 | C=CCn1c(SCC(=O)N2CCCC2)nc2scc(-c3cccs3)c2c1=O | ? | .
89 | O=C(CCNC(=O)c1ccccc1)Nc1ccc(F)c(Cl)c1 | -6% | -3
90 | N#Cc1ccc(OCC(=O)Nc2nc(-c3ccncc3)cs2)cc1 | ? | .
91 | COc1ccc(-c2[nH]ncc2CN(C)Cc2cnccn2)c(OC)c1 | ? | .
92 | O=C(Cc1ccc(F)cc1)Nc1ccc(Cl)cn1 | i | 17
93 | Cc1ccc(OC(=O)CCS(=O)(=O)c2ccc(C)cc2)cc1 | ? | .
94 | O=C1CN(C(=O)COc2ccc(Br)cc2Br)c2ccccc2N1 | -2% | 2
95 | COc1ccc(C)cc1NC(=O)CSc1ccc(Cl)cc1 | ? | .
96 | S=C1SCN(CC2CC2)CN1CC1CC1 | -21% | -4

Of the compounds above, two contain a CF3 group.
No. | Compound | Lipid storage S3 | Lipid storage S3 cell count max
33 | CCC(NC(=O)Nc1nnc(C(F)(F)F)s1)(C(F)(F)F)C(F)(F)F | 16µM* | -13*
69 | Cc1ccc(C(=O)C(C)OC(=O)C2CCN(c3ccc(C(F)(F)F)cn3)CC2)cc1 (configuration not stated) | ? | .

Continuation:
No. | Compound | Lipid storage S3 | Lipid storage S3 cell count max
97 | O=C(c1cc(S(=O)(=O)N2CCOCC2)ccc1F)N1CCN(Cc2ccccc2)CC1 | 2% | 3
98 | Cc1ccc(NC(=O)c2ccc(OC(=O)c3ccco3)cc2)cc1 | i | -7
99 | Cc1ccc(NC(=O)CSc2ccc3c(c2)OCCO3)c(O)c1 | ? | .
100 | COc1ccc(C2/C=C\CN(C(=O)Nc3ccccc3)CC(=O)N2Cc2ccc(F)cc2)cc1 (configuration not stated) | 8% | 7
101 | COc1ccc(S(=O)(=O)N2CCC(C(=O)NCC3CCCO3)CC2)cc1Cl (configuration not stated) | ? | .
102 | CC(=O)c1ccc(NC(=O)N[C@@H](Cc2ccccc2)C(=O)O)cc1 | -11% | 0
103 | CCOc1cc(NC(=S)NCCCN2CCOCC2)c(OCC)cc1NC(=O)c1ccccc1C | ? | .
104 | CCCCN(CC)C(=O)CSc1nc2c(sc(=S)n2-c2ccc(OCC)cc2)c(=O)[nH]1 | 7% | -2
105 | Cc1cccc(N(C(=O)c2snc(C(N)=O)c2N)C(C(=O)NCC2CCCO2)c2cccs2)c1 (configuration not stated) | 6% | -10
106 | O=[N+]([O-])c1ccc(N2CCN(c3ccccc3)CC2)nc1 | i | 11
107 | CCn1cc(C(=O)NC(C)C2CC3CCC2C3)cn1 (configuration not stated) | ? | .
108 | COCCCn1c(SCC(=O)NC2CCS(=O)(=O)C2)nnc1-c1ccc(Cl)cc1 (configuration not stated) | ? | .

The last two compounds of the part before open the next one.
No. | Compound | Lipid storage S3 | Lipid storage S3 cell count max
107 | CCn1cc(C(=O)NC(C)C2CC3CCC2C3)cn1 (configuration not stated) | ? | .
108 | COCCCn1c(SCC(=O)NC2CCS(=O)(=O)C2)nnc1-c1ccc(Cl)cc1 (configuration not stated) | ? | .
109 | C=CCNC(=O)/C(C#N)=C/c1cn(-c2ccccc2)nc1-c1ccc(OC)c([N+](=O)[O-])c1 | -27% | -14
110 | O=S1(=O)N=C(N(CCO)/N=C/c2ccccc2F)c2ccccc21 | ? | .
111 | Cc1cccc(CSc2nnc(-c3ccco3)o2)c1 | ? | .
112 | CCN(CC(=O)Nc1ccccc1OC)C(=O)CN1C(=O)NC(C)(c2ccccc2)C1=O (configuration not stated) | ? | .
113 | COc1ccc(NC(=O)c2ccc3c(c2)OCO3)cc1Cl | ? | .
114 | CCC(C)NC(=O)c1ccc([N+](=O)[O-])c(Cl)c1 (configuration not stated) | -3% | -16
115 | Cc1cc[n+](-c2[nH]c(=O)sc2/C=N/N=C(\[O-])c2ccccc2)cc1C | -4% | .

Compound activity from PubChem BioAssay.
